Anesthetic bind = binds horse apoferritin like a general anesthetic; apoferritin/1-aminoanthracene competitive binding, fluorescence; Potency, µM (titrated, usually from 77.5 µM), for the others: top-dose activity change, negative = displacement, most hits filed as inhibitors; 350,000 compounds, 0.074% hits; note: potency is the fitted concentration of half-maximal effect; % is set by controls: 0 for no effect and ±100 for the full control effect; nearly all actives have a fitted effect of over 20% in size
Target sequence (P02791 2-175 limits assumed): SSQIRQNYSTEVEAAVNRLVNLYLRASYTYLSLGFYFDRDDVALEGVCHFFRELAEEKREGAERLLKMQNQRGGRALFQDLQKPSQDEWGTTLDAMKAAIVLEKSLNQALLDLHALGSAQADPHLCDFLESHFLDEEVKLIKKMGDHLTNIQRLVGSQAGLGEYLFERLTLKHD
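Horse-spleen apoferritin (10 uM) was mixed with 50% saturated 1-aminoanthracene in PBS, exposed to compounds for 10 min at room temperature, and read for fluorescence (ex 380 nm, em 535 nm). Competitive displacement was fitted with a four-parameter Hill equation.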
D1 potentiator = human D1 dopamine receptor positive modulation | HEK293 TREx D1 cells, calcium flux, dopamine EC20 potentiation | 360,000 compounds, 0.036% hits | P21728 | potentiation, % at 10 µM | AID 504651; in the data active = potentiation above about 30%; note: 0% is about no effect
D2 PAM = D2 dopamine receptor (human) potentiation; 340,000 compounds, 0.34% hits; P14416; potentiation, % at 10 µM; HEK293 T-REx D2, calcium flux, EC20 dopamine potentiation;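 active = potentiation over 3 SD above the plate norm, cut at about 30% in these data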; note: 0% is about no effect
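Potentiation of an EC20 dopamine calcium response measured kinetically over 180 s, after a preceding 180 s compound-only read flagging agonists. Cells: inducible Hek293 Trex D2 line, 4000/well, cultured overnight at 30 C before dye loading.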
RXFP1 antagonist = RXFP1 (human) relaxin receptor antagonism; Q9HBX9; HEK293-RXFP1, relaxin-stimulated cAMP HTRF, 30 min; stronger effect = lower value; activity change, negative = inhibition, % at 57.5 µM; 350,000 compounds, 0.59% hits;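 active = activity change of -60% or lower, but not beyond a set lower limit; inconclusive = change between -60% and -40%, or beyond the set limit; inactive = change above -40%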; note: % is set by controls: 0 for no effect and ±100 for the full control effect
Target sequence (Q9HBX9 whole entry, looked up): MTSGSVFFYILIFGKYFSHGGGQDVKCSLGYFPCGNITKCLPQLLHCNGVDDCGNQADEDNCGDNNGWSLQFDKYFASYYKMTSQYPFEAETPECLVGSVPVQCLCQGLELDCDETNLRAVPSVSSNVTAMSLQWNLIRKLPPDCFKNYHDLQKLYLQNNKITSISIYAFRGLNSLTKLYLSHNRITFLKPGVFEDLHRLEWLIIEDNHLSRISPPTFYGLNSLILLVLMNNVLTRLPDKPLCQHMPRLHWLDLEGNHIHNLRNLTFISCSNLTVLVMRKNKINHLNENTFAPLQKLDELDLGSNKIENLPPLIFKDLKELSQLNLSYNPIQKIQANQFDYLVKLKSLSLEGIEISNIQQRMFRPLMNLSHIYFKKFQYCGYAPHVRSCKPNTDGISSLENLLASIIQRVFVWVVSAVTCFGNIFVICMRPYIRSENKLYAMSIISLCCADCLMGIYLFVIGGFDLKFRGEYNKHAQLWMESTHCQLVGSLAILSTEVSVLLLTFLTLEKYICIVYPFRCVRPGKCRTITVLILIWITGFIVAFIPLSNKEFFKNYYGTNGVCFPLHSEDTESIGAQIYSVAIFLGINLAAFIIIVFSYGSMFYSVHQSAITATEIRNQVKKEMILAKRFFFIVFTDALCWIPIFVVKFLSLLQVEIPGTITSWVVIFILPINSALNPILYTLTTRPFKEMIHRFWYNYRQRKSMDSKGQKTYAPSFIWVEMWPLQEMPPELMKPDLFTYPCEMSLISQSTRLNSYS
TRHR ag = TRH receptor (human) agonism. activation, % at 2 µM. AID 493084. TRHR cells, calcium flux fluo-8, FDSS agonist mode. 360,000 compounds, 0.18% hits; in the data active = activation above about 30%; note: 0% is about no effect
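TRHR-expressing cells loaded with fluo-8 calcium dye; 23 nL library compound pin-transferred, kinetic FDSS fluorescence (Ex 480/Em 530) recorded about 180 s for agonist-induced calcium release, before a 10 nM TRH EC20 addition for potentiator mode.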
RXFP1 agonist = activates the human relaxin receptor RXFP1. Q9HBX9. HEK293T-RXFP1 cAMP TR-FRET, 30 min; response scale: percent of porcine relaxin response, buffer zero. Potency, µM (series often up to 57.5 µM), for the others: top-dose activation, hits mostly activators. 370,000 compounds, 0.3% hits; note: potency is the fitted concentration of half-maximal effect; % is set by controls: 0 for no effect and ±100 for the full control effect; nearly all actives have a fitted effect of over 60% in size; many of its hits are not listed in these tables
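HEK293T cells stably expressing RXFP1 were pretreated with the PDE4 inhibitor Ro 20174, exposed to compounds for 30 min at 37C, lysed, and cAMP was read by TR-FRET. Data normalized to buffer (basal) and 29 nM porcine relaxin (100%).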
D1 antagonist = blocks dopamine activation of the human D1 receptor; P21728; HEK293 TREx D1 cells, calcium flux, dopamine EC80; stronger effect = lower value; activity change, negative = inhibition, % at 10 µM; 360,000 compounds, 3.2% hits; AID 504652; in the data active = activity change below about -30%; note: % is set by controls: 0 for no effect and ±100 for the full control effect
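HEK293 T-REx cells expressing inducible, force-coupled D1 receptor; no-wash Ca dye, 30–90 min RT. Cmpd → 180 s read at 1 Hz → EC80 DA → 180 s read.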
TRHR enhancer = allosteric enhancers of human TRH receptor | P34981 | TRHR cells, fluo-8 calcium fluorescence, EC20 TRH enhancement | enhancement, % at 2 µM | 360,000 compounds, 0.66% hits; in the data active = enhancement above about 30%; note: 0% is about no effect
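Enhancer read-out: after compound pinning and an initial kinetic agonist-mode read, an EC20 of TRH (10 nM final) was injected and fluo-8 calcium signal (Ex 480/Em 530) followed at 1 s/cycle for 100 cycles in TRHR-expressing cells.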
D1 ag = activates the human D1 dopamine receptor | P21728 | HEK293 T-REx D1 cells, calcium flux, agonist mode | activation, % at 2 µM | 360,000 compounds, 1% hits | AID 504660; in the data active = activation above about 30%; note: 0% is about no effect
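Tetracycline-induced HEK293 TREx D1 cells, force-coupled to calcium signalling, were dye-loaded with a no-wash calcium kit. Compound was pin-added after a 10 s baseline. Fluorescence was read kinetically at 1 cycle/s for 180 s, with calcium rises flagged as agonism.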
Starred values were filed as active, the others as inactive; ? = inconclusive; . = no result given; & = joins results of further samples; [ ] = dose if it differs, or a comment. Unless noted, calls come from the whole dose curve; as a rule, active = well fitted curve in the direction sought with a large enough effect; inconclusive = small, poorly fitted or top-dose-only effect, or another doubt; inactive = no such curve, though single readings can be large; an effect the other way counts as inactive or inconclusive. Not all compounds are listed. The share of hits here may be higher or lower than overall.

compound,D2 PAM,TRHR ag,RXFP1 agonist,D1 ag,D1 potentiator,D1 antagonist,TRHR enhancer,RXFP1 antagonist,Anesthetic bind
Cc1cccc(N(C(=O)Cn2nnc3ccccc32)C(C(=O)NC(C)(C)C)c2ccsc2)c1C (stereo not drawn),-2,-0.9,4.6%,13,0,0,-3,16,-7%
CCOC(=O)c1cc(CC)sc1NC(=O)COC(=O)c1cnccn1,1,-0.4,0.8%,1,-7,-4,13,-13,.
Cc1cccc(C(CC(=O)N2CCCCC2)c2ccccc2)c1O (stereo not drawn),8,-1.3,0.8%,2,-5,8,0,4,-23%
O=C(O)CCN(Cc1ccccc1)S(=O)(=O)c1ccccc1Cl,-5,-0.1,0.6%,4,9,1,5,0,-5%
Cc1cc(C(=O)Nc2cccnc2)no1,7,0.6,0.3%,-1,2,-11,-1,4,-6%
Cc1cc(C(=O)COC(=O)c2ccc[nH]c2=O)c(C)n1-c1ccc(F)cc1,-8,-1.1,-0.3%,-2,-7,-18,-1,-3,-9%
O=C(COc1ccc([N+](=O)[O-])cc1)N1CCc2ccccc2C1,5,-0.9,0.1%,2,-2,-22,-11,-18,-18%
CCCNC(=O)NC(=O)CN1C(=O)NC(C)(c2ccc(C)cc2)C1=O (stereo not drawn),-7,0.5,-1.2%,2,-1,30,15,21,-12%
C/C(=N\Nc1ccc(F)cc1F)c1cccs1,22,-0.2,0.8%,2,-8,-23,7,.,?
COc1cccc(N2CCN(S(=O)(=O)c3ccc(CN4C(=O)c5cccnc5C4=O)cc3)CC2)c1,1,-1.0,0.9%,4,7,2,4,-7,-9%
CCCCn1c(N)c(N(CC(C)C)C(=O)C2CCCN(C(=O)c3ccc(Cl)cc3)C2)c(=O)[nH]c1=O (stereo not drawn),3,0.7,-0.1%,1,-1,0,-4,6,.
CCOC(=O)C1=C(C)SC2=NS(=O)(=O)CCN21,-3,-0.1,3.7%,0,5,-3,-1,2,-8%
S=C(NCCc1cnc[nH]1)NC1CCCC1,5,-0.9,0.5%,0,-4,2,3,7,-5%
CN(CC(=O)Nc1ccccc1N1CCOCC1)S(=O)(=O)c1ccc(F)cc1,-5,-0.9,2.5%,1,-4,7,-4,4,-18%
COCCCNC(=O)c1cc2c(-c3ccc(Cl)cc3)nn(C)c2s1,-11,0.1,-0.2%,1,-6,0,-3,.,-6%
CC1=CC(=O)c2ccccc2C1=O,5&21,0.4&-0.3,0.3%&-1.1%,-2&3,-2&-3,-3&-22,10&-1,-6,-6%
Cc1ccsc1C(=O)N1CCC(N2CCC(C(=O)NCC3CCCO3)CC2)CC1 (stereo not drawn),-4,-0.6,3.6%,3,-2,5,-5,-13,-2%
CCN(CC)CCNc1nc(-n2nc(C)cc2C)nc2sc3c(c12)CC(C)(C)OC3,-10,2.8,2.0%,8,-12,-20,1,-22,0%
C=CCn1c(CNC(=O)c2ccccc2C)nnc1SCC(=O)NC1CCCC1,4,0.1,1.2%,2,-4,-3,-6,0,-5%
CC(=O)C1=C(C)NC(=O)NC1c1cccs1 (stereo not drawn),-16,1.5,-2.8%,1,-4,-10,-5,12,-6%
CSCC(C)N1CCC(n2nccc2NC(=O)CCOc2ccccc2)CC1 (stereo not drawn),-4,0.1,2.6%,2,-8,36,2,1,-7%
CCCCn1c(N)c(N(CCC(C)C)C(=O)C2CCCN(C(=O)c3ccc(Cl)cc3)C2)c(=O)[nH]c1=O (stereo not drawn),5,-0.1,-0.4%,2,1,2,5,-12,.
O=C(CSc1nnnn1-c1ccc2c(c1)OCO2)NCc1ccccc1,.,-0.9,-0.7%,3,-9,-18,-4,-10,-9%
C=CCN1C(=O)c2ccc(C(=O)N3CCC(C(N)=O)CC3)cc2C1=O,5,2.1,0.3%,2,-9,-12,5,3,-11%
Cc1cc(C)nc(SCc2cc(=O)c(OC(=O)c3ccco3)co2)n1,17,0.2,1.2%,1,-4,-4,-1,.,-5%
CCOC(=O)c1cc(-c2ccc(OC)cc2)n(CCC(=O)NCCN2CCC(C)CC2)c1C,-21,3.6,-2.9%,19,2,2,6,-18,-10%
CCn1cc(C(=O)O)c(=O)c2cc(F)c(N3CCN(C(=S)NC(=O)c4ccc(OC)cc4)CC3)cc21,6,-0.1,3.7%,1,-1,18,-1,-16,-3%
CCOC(=O)C1=C(O)/C(=C/c2ccc(CNC(=O)C(=O)Nc3ccc(C)cc3)o2)N=C1C,11,5.3,2.4%,2,-3,-7,-4,4,?
O=C(c1ccc(Cl)cc1)N1CCN(CCc2ccccn2)CC1,-7,0.2,3.0%,0,5,-6,-2,-6,7%
O=C(CNc1cccc(S(=O)(=O)N2CCCC2)c1)Nc1cccc(F)c1,1,-0.2,0.5%,14,-7,-6,-16,-19,.
O=C(CSc1nn(-c2ccc(F)cc2)c(=S)s1)NCC1CCCO1 (stereo not drawn),-7,-0.9,0.4%,5,-9,5,-1,2,-7%
CCOc1ccc(C(=O)Nc2nnc(S(=O)(=O)Nc3ccccc3C)s2)cc1,-6,0.0,9.4%,1,-6,-4,1,-7,-21%
CC(C)COC(=O)n1c(SCC(N)=O)nc2ccccc21,1,-2.2,0.2%,3,-1,7,2,-5,-5%
CCOc1ccc(NC(=O)COC(=O)C23CC4CC(CC(C4)C2)C3)c([N+](=O)[O-])c1,-5,0.7,0.4%,4,5,7,-10,.,-8%
CC(C)(C)NC(=O)c1oc2ccccc2c1COc1ccccc1,3,0.4,2.7%,31*,6,7,-8,13,0%
Cc1cc(NCc2ccccc2)nc(-c2ccccc2O)n1,8,-0.5,2.4%,3,-3,-2,-4,1,-16%
CN(C)C1(CNC(=O)C2CCC(=O)N(CCc3ccc(Cl)cc3)C2)CCCCC1 (stereo not drawn),-13,-0.2,0.0%,3,-3,-6,-1,-4,-3%
Cc1cccc(NC(=O)C2(c3ccc([N+](=O)[O-])cc3)CCCC2)c1,-3,5.4,1.7%,17,-4,-4,-12,-8,?
O=C(Oc1ccc(OC(=O)N2CCOCC2)cc1)c1ccccc1,-1,2.0,-3.0%,13,-1,-15,-12,-14,-3%
Cc1ccc(C(=O)N2CCn3c4c(c5cc(C)ccc53)CCCC42)cc1 (stereo not drawn),16,-0.5,2.8%,0,-3,22,3,-34,-12%
Cc1ccc(NC(=O)CCSc2nnc(C)o2)cc1,-9,0.9,-1.3%,3,5,-9,4,.,-6%
NC(=O)CC[C@@H]1NC(=O)[C@@H]2CCCN2C(=O)c2cc([N+](=O)[O-])cc(I)c2NCCC[C@@H](C(N)=O)NC1=O,-6,0.6,3.3%,-2,-5,4,-5,.,-5%
CN1CCN(C(=S)NC(=O)c2ccccc2Br)CC1,15,0.2,0.9%,3,4,19,9,-1,-6%
COc1cccc(OCCCCN2CCCCC2)c1,-19,0.0,-0.1%,-1,-3,26,5,3,-1%
CCOC(=O)C1(Cc2ccc(Cl)cc2)CCN(C(=O)C2=NNC(=O)CC2)CC1,.,-0.5,0.7%,1,0,-20,-6,-12,-10%
CCc1cc(=O)[nH]c(SC/C=C/c2ccccc2)n1,-6,-0.2,2.1%,6,-9,-16,-3,-4,-10%
O=C(C1CCC1)N1CCN(S(=O)(=O)c2ccc(F)cc2)CC1,-6,-0.4,0.8%,8,-12,-17,7,-5,.
COc1ccc(/C=N/NC(=O)c2cccnc2)cc1CN1CCN(c2ccc(F)cc2)CC1,-25,-0.4,-0.5%,1,-6,10,0,2,-8%
CCOC(=O)c1c(S(=O)(=O)NCCc2ccco2)c(C)n(C)c1C,-7,0.0,4.5%,-1,-8,-1,-14,-6,-9%
Cc1cccc(NC(=O)CNC(=O)CN2C(=O)NC3(CCCCC3C)C2=O)c1C (stereo not drawn),.,0.5,0.4%,2,-6,15,0,6,.
COc1cccc(/C=N/Nc2nn3cnnc3c3ccccc23)c1O,-5,0.3,-0.7%,1,-1,-3,1,6,-3%
COc1ccc(NC(=O)CNC(=O)c2sc3ccccc3c2Cl)c(OC)c1,15,0.4,-1.1%,1,3,12,12,4,.
COC(=O)C1=C(C)NC(=O)NC1c1ccc2c(c1)OCO2 (stereo not drawn),-5,0.0,4.1%,5,-4,0,-2,2,-3%
CCOc1ccc(CCNC(=O)c2ccc(S(=O)(=O)N3CCCC3)cc2)cc1OCC,21,0.5,-1.0%,5,-9,26,9,-23,.
COc1cc(/C=C/C(=O)Nc2nnc(CC(C)C)s2)cc(OC)c1OC,2,0.3,-1.1%,4,3,-12,6,-17,-9%
CCOC(=O)Cn1c(=O)n(C2CCCCC2)c2nc(-c3cccc(OC)c3)nc(C(N)=O)c21,-4,0.2,3.2%,2,-2,8,3,.,9%
Cc1ccc(C)c(SCC(=O)NC(=O)NCc2ccccc2)c1,9,0.1,1.5%,3,-3,7,3,.,0%
CC(C)CNC(=O)c1cc([N+](=O)[O-])ccc1N1CCOCC1,2,0.9,3.1%,4,-3,-22,7,6,-3%
N#Cc1cccc(C(=O)Nc2ccccc2C(=O)NC2CC2)c1,-4,-0.1,-0.3%,2,-7,-4,-18,26,.
Cc1cccc(Nc2nc3ccccc3n3nnnc23)c1,11,-1.0,-1.0%,2,-2,-4,-2,11,109%[activator]

Remaining list, next part.
compound,D2 PAM,TRHR ag,RXFP1 agonist,D1 ag,D1 potentiator,D1 antagonist,TRHR enhancer,RXFP1 antagonist,Anesthetic bind
C/C(=N\NC(=O)CCc1c(C)n[nH]c1C)c1ccc([N+](=O)[O-])cc1,7,0.0,0.6%,1,-2,-5,1,-4,-2%
Cc1c(Cl)cccc1NC(=O)CSc1nncn1-c1ccccn1,-8,0.7,0.9%,0,-3,-10,-2,4,-7%
COc1ccc(C2C(C#N)=C(N)Oc3cc(C)n(Cc4ccncc4)c(=O)c32)cc1 (stereo not drawn),3,0.2,2.9%,0,-2,-35*,5,-5,-11%
Cc1cc(-c2nnc(CCC(=O)NC(Cc3ccccc3)c3ccccc3)o2)no1 (stereo not drawn),5,-0.1,0.0%,3,0,-8,-2,-1,-7%

Screening results from PubChem.
